# Source: PubChem BioAssay
# ADAM17 inh – ADAM17 inhibitors, primary screen, biochemical, QFRET | 370,000 tested, 0.83% active | recombinant ADAM17, EDANS/DABCYL FRET peptide cleavage | inhibition, % at 6.95 µM | Disintegrin and metalloproteinase domain-containing protein 17 (Homo sapiens), P78536;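 active means inhibition above the mean of compounds lying between control limits plus 3 SD, set per campaign, cut at about 8.5% in these data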;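 further: 0% = DMSO-only wells as the low control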
# Target sequence (P78536 215-824 limits assumed): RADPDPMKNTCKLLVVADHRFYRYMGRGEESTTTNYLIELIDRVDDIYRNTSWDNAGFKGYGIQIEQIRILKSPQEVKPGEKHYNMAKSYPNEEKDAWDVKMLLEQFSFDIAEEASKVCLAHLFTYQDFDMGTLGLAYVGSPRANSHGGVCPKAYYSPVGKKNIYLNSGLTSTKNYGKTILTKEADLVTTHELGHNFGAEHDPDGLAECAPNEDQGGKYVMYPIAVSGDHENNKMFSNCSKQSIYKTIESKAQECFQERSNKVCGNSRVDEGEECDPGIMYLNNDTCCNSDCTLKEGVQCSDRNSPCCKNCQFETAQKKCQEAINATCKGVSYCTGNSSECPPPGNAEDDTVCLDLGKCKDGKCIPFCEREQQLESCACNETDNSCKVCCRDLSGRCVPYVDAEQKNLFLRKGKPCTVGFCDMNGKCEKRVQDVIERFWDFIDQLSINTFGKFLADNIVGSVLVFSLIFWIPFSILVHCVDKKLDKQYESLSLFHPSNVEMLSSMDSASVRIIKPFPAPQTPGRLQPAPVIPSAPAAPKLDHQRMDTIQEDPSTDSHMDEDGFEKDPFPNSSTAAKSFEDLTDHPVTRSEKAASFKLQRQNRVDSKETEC
# ASAP1 inh – inhibitors of human ASAP1 ArfGAP activity, primary screen, biochemical, fluorescence polarization. Arf-GAP with SH3 domain, ANK repeat and PH domain-containing protein 1 (Homo sapiens), …. ASAP1-stimulated ARF1 GTP hydrolysis, GDP FP detection. inhibition, % at 16.5 µM. 360,000 tested, 0.19% active; in the data active means inhibition above about 25%;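 further: 0% = vehicle with enzyme and substrate and 100% = no enzyme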
# UHRF1 binding – UHRF1 methylated DNA binding inhibitors, primary screen, counter-screen for MBD2 inhibitor project, biochemical, TR-FRET, human UHRF1, single concentration; AID 687016, 2013; UHRF1 binding to methylated oligo; E3 ubiquitin-protein ligase UHRF1 (Homo sapiens), Q96T88; 370,000 tested, 0.75% active; inhibition, % at 4.4 µM; in the data active means inhibition above about 21%;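 further: UHRF1 SRA domain binding a hemimethylated CpG hairpin DNA probe; 0% = median of test compound wells and 100% = reference inhibitor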
# Tn6 DDE FP – inhibitors of Tn6 peptide binding to fibrin DD(E), primary screen, biochemical, fluorescence polarization, human fibrin, Tn6 probe. inhibition, % at 8.3 µM. Fibrin DD(E) TRITC-Tn6 fluorescence polarization displacement. Fibrinogen beta chain (Homo sapiens), P02675. 370,000 tested, 0.21% active;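 active means inhibition above a per-campaign cutoff: mean of compounds within control limits plus 3 SD, cut at about 15% in these data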;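 further: 0% = median of all compound wells on the plate and 100% = blocking peptide control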
# MBD2 DNA inh – inhibitors of MBD2 binding to methylated DNA, primary screen, biochemical, TR-FRET, DNA-binding domain, human | 370,000 tested, 0.31% active | Methyl-CpG-binding domain protein 2 (Homo sapiens), Q9UBB5 | inhibition, % at 4.4 µM | AID 686964, 2013 | MBD2 binding to methylated oligonucleotide; in the data active means inhibition above about 13%
# ARFGAP1 inhibitor – inhibitors of rat ARFGAP1 GAP activity, primary screen, biochemical, fluorescence polarization, GDP tracer. ADP-ribosylation factor GTPase-activating protein 1 (Rattus norvegicus), Q62848. Arfgap1-stimulated ARF1 GTP hydrolysis, GDP FP detection. inhibition, % at 16.5 µM. 360,000 tested, 0.26% active;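 active means inhibition above a per-plate limit, mean inhibition of low control wells plus 3 SD, cut at about 25% in these data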;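 further: 0% = DMSO wells with enzyme and 100% = wells lacking Arfgap1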
# Target sequence (Q62848 1-136 limits assumed): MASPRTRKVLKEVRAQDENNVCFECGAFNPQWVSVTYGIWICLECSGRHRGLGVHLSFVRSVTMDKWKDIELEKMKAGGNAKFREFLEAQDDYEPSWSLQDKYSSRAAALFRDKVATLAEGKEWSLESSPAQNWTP
#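 Material – truncated rat Arfgap1 GAP domain · Buffer or medium – HEPES-based buffer, pH 7.5 · Reagent – human ARF1(Δ1-17)-GTP substrate · Dosing – 16.5 µM single point, 1.26% DMSO · Schedule – GTP hydrolysis reaction 2 h at 25 °C · Technique – GDP detection by fluorescence polarization · Benchmarks – No-Arfgap1 wells (100%) versus DMSO full-reaction wells (0%) · Repeats – single replicate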
# KLK7 zymogen act – proKLK7 zymogen activators, primary screen, biochemical, fluorescence intensity | activation, % at 7 µM | Kallikrein-7 (Homo sapiens), P49862 | 370,000 tested, 0.9% active | AID 652039, 2013 | purified proKLK7, EDANS-DABCYL substrate fluorescence; 100% is mature enzyme control, 0% vehicle;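 active means activation above the mean of all tested compounds plus 3 SD, computed per campaign excluding outliers beyond control limits, cut at about 13% in these data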
# Target sequence (P49862 whole entry, looked up): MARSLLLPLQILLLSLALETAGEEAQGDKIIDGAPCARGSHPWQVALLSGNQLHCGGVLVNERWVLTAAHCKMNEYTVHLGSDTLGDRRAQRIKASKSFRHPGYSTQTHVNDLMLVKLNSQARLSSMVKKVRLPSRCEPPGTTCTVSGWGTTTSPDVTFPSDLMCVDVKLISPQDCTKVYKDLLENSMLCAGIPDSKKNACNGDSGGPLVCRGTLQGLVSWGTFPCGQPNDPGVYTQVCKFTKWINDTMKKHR
# Tn7 DDE FP – inhibitors of Tn7 peptide binding to fibrin DD(E), primary screen, biochemical, fluorescence polarization, human fibrin, Tn7 probe | Fibrinogen beta chain (Homo sapiens), P02675 | FP displacement of FITC-Tn7 peptide from fibrin DD(E); 0% = median of compound wells per plate | inhibition, % at 8.3 µM | 370,000 tested, 0.13% active | AID 720508, 2013;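 active means inhibition above the mean of compounds falling within the control limits plus 3 SD of them, cut at about 14% in these data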;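 further: 0% = plate median of compound wells and 100% = 10 µM Aha-Tn7 peptide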
#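 Assay system: Human fibrin DD(E) protein | Medium: Tris buffer with calcium and detergent, pH 7.8 | Reagent: 0.1 µM fluorescent Tn7 | Compound dosing: Single point at 8.3 µM | Times: 10 min preincubation, 3 h with tracer, room temperature | Detection: Fluorescence polarization of the labelled Tn7 tracer | Controls: Aha-Tn7 high control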
# PLCg1 inh – PLC-gamma1 enzyme inhibitors, primary screen, biochemical, fluorescence, purified enzyme; 1-phosphatidylinositol 4,5-bisphosphate phosphodiesterase gamma-1 (Homo sapiens), P19174; fluorogenic substrate; inhibition, % at 12.2 µM; 370,000 tested, 0.84% active; AID 720700, 2013; in the data active means inhibition above about 9.5%
# PLCb3 inh – human PLC-beta3 inhibitors, primary screen, biochemical, fluorescence; 370,000 tested, 0.18% active; inhibition, % at 12.2 µM; AID 720704, 2013; Purified PLC-beta3, fluorogenic substrate; in the data active means inhibition above about 11%;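 further: 0% = median of compound wells on plate and 100% = full blocker control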
# Starred values were filed as active, the others as inactive; i = inactive; . = not tested or not shown.
# Values in the order: ADAM17 inh	ASAP1 inh	UHRF1 binding	Tn6 DDE FP	MBD2 DNA inh	ARFGAP1 inhibitor	KLK7 zymogen act	Tn7 DDE FP	PLCg1 inh	PLCb3 inh
Cc1ccc(OCC(=O)NNC(=O)c2ccc(F)c(S(=O)(=O)N3CCOCC3)c2)cc1C
→ 0	-8	1	4	0	-2	0.1	9	-2	-54
COc1ccc(CO/N=C/c2c(C)[nH]c(=O)[nH]c2=O)cc1
→ -4	-4	-2	0	2	-8	-0.5	0	0	-1
Cc1ccc(N(C(=O)c2snc(C(N)=O)c2N)C(C(=O)NCCC(C)C)c2ccco2)cc1 (stereo unspecified)
→ -27	7	0	-1	-2	7	-1.7	-5	-65	-78
O=C(Nc1ccccc1N1CCCC1)C1CCN(S(=O)(=O)c2ccc(F)cc2)CC1
→ -2	4	-3	-1	7	-2	-0.2	-7	-4	-8
CCCC1NC(=O)c2cccnc2-n2c1nc1cc(C)cc(C)c1c2=O (stereo unspecified)
→ 1	-4	-3	0	0	-1	0.0	-1	0	-1
N#Cc1c(N)nc(N2CCCC2)c(C#N)c1-c1ccc(Cl)cc1
→ -4	-7	1	-1	-6	-4	0.1	3	-4	-2
CC1(C)Cc2ccccc2C(NNC(=O)c2ccncc2)=N1
→ 0	3	0	-3	0	4	-0.2	-6	1	5
C[C@H]1CN([C@@H](C)CO)C(=O)CCCn2nncc2CO[C@H]1CN(C)C(=O)CCC(F)(F)F
→ 7	4	2	-5	2	-5	-1.1	-4	2	4
OC(Cn1nnc2ccccc21)Cn1c(C(F)(F)F)nc2ccccc21 (stereo unspecified)
→ -2	-14	-2	7	-4	7	1.4	3	1	1
O=C(NNC(=O)c1cc(Cl)ccc1O)c1cccc(S(=O)(=O)N2CCOCC2)c1
→ -6	7	-3	-4	0	-5	0.6	8	-17	-16
O=C(O)c1ccccc1CSc1ncn[nH]1
→ -1	5	-1	-1	-3	-3	-0.9	-11	7	1
CC(C)N1CCCCC(NC(=O)c2cccc(C(F)(F)F)c2)C1=O (stereo unspecified)
→ 1	.	0	1	-2	.	-0.6	0	1	6
C#CCOCCOCCOCCNc1nc(N2CCN(C(=O)Cn3cc(CCCN=C(N)N)nn3)CC2)nc(N2CCN(C(=O)[C@H](Cc3ccc(O)cc3)n3cc(CCO)nn3)CC2)n1
→ -2	.	10	-1	5	.	.	-6	3	4
COC(=O)CCCCCN1C(=O)NC(c2ccccc2)C(C(=O)OCc2ccccc2)=C1C (stereo unspecified)
→ -2	7	1	-3	2	-4	1.1	5	0	-2
c1ccc2[nH]c(CN3CCN(c4ncnc5c4oc4ccccc45)CC3)nc2c1
→ 0	4	4	4	1	4	-0.1	-1	4	-2
Cc1nn(CC(=O)O)c(=O)c2ccccc12
→ 1	5	7	5	-3	3	-0.9	-10	1	2
O=C(CSc1ccc2nnc(CCNC(=O)c3ccc(F)cc3)n2n1)NCC1CCCO1 (stereo unspecified)
→ -5	-1	-5	-4	3	-4	0.2	-2	0	-9
CCCS(=O)(=O)N1CCCC(C(=O)NCc2ccco2)C1 (stereo unspecified)
→ -2	-2	0	2	-2	-7	-0.5	5	-1	1
COCCN=C1NN=C(c2ccc(C)c([N+](=O)[O-])c2)CS1
→ 1	0	-5	2	-1	-4	-1.1	1	0	1
Cc1ccc(C2=CN(Cc3ccccc3)CCC2=O)cc1
→ 5	-4	4	-6	-2	-7	0.1	-3	1	1
COc1ccc(C(NC(=O)CN2C(=O)NC3(CCc4ccccc43)C2=O)c2ccc(OC)cc2)cc1 (stereo unspecified)
→ 5	-20	0	8	-3	-4	-0.3	1	-1	3
CCCCN(CCCC)C(=O)/C=C/c1cccc([N+](=O)[O-])c1
→ -4	12	21*	-9	5	1	-0.4	0	0	2
COC(=O)c1ccc(C2C(Oc3ccc(OC)cc3)C(=O)N2CCc2ccc(F)cc2)cc1 (stereo unspecified)
→ 0	-9	0	3	0	1	0.4	-2	0	-1
CCC(C)NC(=O)C1CC(=O)N(CCc2ccc(F)cc2)C1 (stereo unspecified)
→ 0	-7	-2	-1	-2	6	-0.1	-1	1	2
Cc1cc(C)c2cc(C(=O)Nc3ccc4c(c3)OCO4)[nH]c2c1
→ -6	15	-1	-11	-1	2	1.8	-3	-4	-19
O=C(COC(=O)c1ccc(S(=O)(=O)N2CCCC2)cc1)Nc1cccc(F)c1
→ 3	9	2	-6	-1	12	0.1	2	1	-244
O=S(=O)(c1cccc(-c2cn3cccnc3n2)c1)N1CCOCC1
→ i	-9	0	-1	0	-2	30*	-3	i	i
CC(C)(C)NC(=S)N1CCC2CC1c1c(Cl)cccc12 (stereo unspecified)
→ -2	-6	0	0	0	-1	0.8	-2	-2	1
COc1ccc(-n2c(=S)[nH]c3cc(C(=O)NCc4cccnc4)ccc3c2=O)c(OC)c1
→ 0	-1	2	3	-8	-12	-0.7	11	-1	-1
O=c1[nH]c(CSc2nnc(Cc3ccccc3)o2)nc2ccccc12
→ -1	6	3	-4	2	1	0.1	-4	-1	4

# Compound profiles, as listed above. Order of screens: ADAM17 inh | ASAP1 inh | UHRF1 binding | Tn6 DDE FP | MBD2 DNA inh | ARFGAP1 inhibitor | KLK7 zymogen act | Tn7 DDE FP | PLCg1 inh | PLCb3 inh
# Results for COc1ccc(C(NC(=O)CN2C(=O)NC3(CCc4ccccc43)C2=O)c2ccc(OC)cc2)cc1 (stereo unspecified) → 5 | -20 | 0 | 8 | -3 | -4 | -0.3 | 1 | -1 | 3
# Results for COC(=O)CCCCCN1C(=O)NC(c2ccccc2)C(C(=O)OCc2ccccc2)=C1C (stereo unspecified) → -2 | 7 | 1 | -3 | 2 | -4 | 1.1 | 5 | 0 | -2

# Later entries
# Values in the order: ADAM17 inh	ASAP1 inh	UHRF1 binding	Tn6 DDE FP	MBD2 DNA inh	ARFGAP1 inhibitor	KLK7 zymogen act	Tn7 DDE FP	PLCg1 inh	PLCb3 inh
CCn1c(=O)c(=O)[nH]c2cc(C(=O)NC3CCCc4ccccc43)ccc21 (stereo unspecified)
→ -18	-5	0	18*	1	7	1.3	10	-32	-41
CCCS(=O)(=O)NC(=O)C1(C)CCCN(C(=O)/C=C/c2ccccc2)C1 (stereo unspecified)
→ 2	10	2	-1	1	1	-0.5	-10	3	6
COc1ccccc1C(=O)NCC(=O)N/N=C/c1ccncc1
→ -1	1	1	9	0	-8	-0.2	0	1	1
CN(C)S(=O)(=O)c1ccc(N2CCCC2)c(C(=O)NCc2ccc(Cl)cc2)c1
→ -2	3	-1	2	2	5	0.2	-2	0	0
CCc1nn(CCCC(=O)N2CCN(c3ccc(OC)cc3)CC2)c(=O)c2cc3occc3n12
→ -3	-25	0	1	-1	10	0.0	-4	0	-7
Cc1ccc(S(=O)(=O)Nc2cccc3cccnc23)cc1
→ -2	5	0	2	-1	3	-0.6	-6	-46	-34
O=C(NN1C(=O)NC2(CCCCC2)C1=O)c1ccc(Cl)s1
→ 1	4	-3	1	-3	-3	0.6	4	-1	-7
COc1ccc(C(=O)COC(=O)C(CC(C)C)N2C(=O)c3ccccc3C2=O)cc1 (stereo unspecified)
→ 4	-10	-1	2	-2	15	-0.1	9	0	1
C[C@H]1[C@@H](OC(=O)N2CCCC2)CC[C@@]23CCCN2C(=O)CCC[C@@H]13
→ 0	.	0	2	3	.	.	-7	1	6
CCC(C)(C)c1nnc(NC(=O)CCC2CCCCC2)s1
→ -4	-5	-3	-4	-1	1	0.4	-3	2	-5
CCOC(=O)N1CCC2(CC1)C(C#N)=C(N)OC1=C2C(=O)CC(C)C1 (stereo unspecified)
→ -8	1	0	-5	-3	6	0.3	1	-5	-6
CCc1ccc(NC(=O)CSc2nnc(CC)c(CC)n2)cc1
→ 2	-4	-1	5	4	-4	0.2	-1	-2	-1
CCOC(=O)C1Nc2ccccc2C2c3ccccc3CC12 (stereo unspecified)
→ -123	-8	-16	-3	3	4	-4.9	-3	-94	-152
Cc1cc(C)nc(NNC(=O)c2ccccc2O)n1
→ -1	-13	0	13	-2	-9	-0.1	0	0	-4
COc1ccc(CNC(=O)CN(CC2CCCO2)C(=O)CNS(=O)(=O)c2ccc(C)cc2)cc1 (stereo unspecified)
→ -2	9	7	7	2	-10	0.2	2	1	1
NC(Cc1ccc(O)cc1)c1cn([C@@H](CCC(=O)O)C(=O)N2CCNCC2)nn1 (stereo partly specified)
→ -3	10	7	5	6	10	0.1	-2	1	2
Cc1c(C(=O)NC(C)c2ccncc2)oc2ccccc12 (stereo unspecified)
→ 4	-1	-1	-7	2	-1	0.9	4	1	6
CC(C)(C)NC(=O)C1(C)CCC(=O)N1CC(F)(F)F (stereo unspecified)
→ -6	8	5	-6	4	-2	0.1	2	4	-2
CC1(C(=O)NS(=O)(=O)Cc2cccc(Cl)c2)CCN1C(=O)c1cccc(F)c1 (stereo unspecified)
→ 0	-11	-2	-1	2	2	-0.9	-6	3	0
O=C(NCCO)c1cccc2c1-c1ccccc1C2=O
→ 2	4	-2	-4	-2	9	-0.8	4	0	4
CCCCCOCC1CC(C/C(C)=N/NC(N)=O)(C(=O)OCC)C(=O)O1 (stereo unspecified)
→ 1	5	-2	-7	1	-4	-0.5	-7	-1	-9
COC(=O)C(C(=O)OC)C(C[N+](=O)[O-])c1ccc(OC)cc1 (stereo unspecified)
→ -2	-2	-4	3	-3	-1	-0.5	1	2	3
CC(C)Sc1nc(N2CCOCC2)c2c(c1C#N)CC(C)(C)N(C)C2
→ -50	4	4	1	-2	-7	35*	-3	-105	-121
COc1cccc(/C=C2\CCC(C3CCCC3)C2=O)c1OC (stereo unspecified)
→ 1	7	0	-5	0	-3	0.4	-4	-6	-14
O=C(CSc1nc(=O)n(CCCN2CCOCC2)c2c1CCCC2)Nc1ccc(F)c(F)c1
→ 0	14	-1	-5	-8	8	0.9	-5	5	1
Cc1cc(-c2n[nH]c(=S)n2N=Cc2cccc(Oc3ccccc3)c2)n[nH]1
→ -1	.	-1	6	-4	.	-0.1	3	-2	4
O=C(c1ccc(F)cc1)N1CCOCC1
→ 1	6	-1	5	-2	14	0.4	-1	-2	3
O=C(C(Sc1ccccc1)c1ccccc1)N1CCN(c2ccccc2F)CC1 (stereo unspecified)
→ 4	6	2	-7	0	-2	0.3	4	2	1
